S3 lipid droplet – qHTS Assay for Lipid Storage Modulators in Drosophila S3 Cells; Drosophila S3 cells, BODIPY lipid droplet fluorescence, 18-24 h; cells fed with added oleic acid; lipid storage change, negative = inhibition, % at the top dose, mostly 46.1 µM; hits show Potency in µM; 320,000 tested, 0.64% active; active = well fitted inhibition curve with a large enough effect in the signal ratio, with a control signal flat, not every such curve was filed as active; inconclusive = small, poorly fitted or top-dose-only effect, or effect the other way, or a change in a side signal; the % refers to the signal ratio
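Drosophila S3 cells got compounds at several concentrations plus oleic acid (400 uM solution). Laser-scanning cytometry with 488 nm excitation read lipid droplets at 500-530 nm and cells at 575-640 nm. Percent activity was relative to 20 uM Triacsin C.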
S3 lipid droplet cell count max – also measured in S3 lipid droplet; calls as there; cell number change, %; measured here: cell count max response;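 cells counted by Cell Tracker Red CMTPX staining in the red channel; peak over a dose series mostly up to 46.1 µM; percent activity relative to internal control wells on each plate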
An asterisk follows results filed as active; i = inactive; ? = inconclusive; / = no result given; [ ] = another dose, or the depositor's remark. % is set by controls: 0 for no effect and ±100 for the full control effect; potency is the fitted concentration of half-maximal effect.

Preview:
SMILES	S3 lipid droplet	S3 lipid droplet cell count max
C=C(C)CN1CCN(S(=O)(=O)c2ccc(C)c(N(C)S(=O)(=O)c3ccc(C)cc3)c2C)CC1	-15.5%	-16.5
Cc1ccc(N2C(=O)C3C(c4ccccc4)(C2=O)C3(c2ccccc2)c2ccccc2)cc1 (stereo not drawn)	?	/
COc1ccc(Cl)cc1NC(=O)NCc1cccnc1	?	/
CC1Cc2ccccc2N1C(=O)COC(=O)c1c2c(nc3ccccc13)CCCCC2 (stereo not drawn)	?	/
CCOC(=O)C1CCCN(S(=O)(=O)c2ccc3c4c(cccc24)C(=O)N3CC)C1 (stereo not drawn)	?	/
O=C(NCc1nc2ccccc2[nH]1)c1ccco1	?	/

The whole of this part (from the top)
SMILES	S3 lipid droplet	S3 lipid droplet cell count max
C=C(C)CN1CCN(S(=O)(=O)c2ccc(C)c(N(C)S(=O)(=O)c3ccc(C)cc3)c2C)CC1	-15.5%	-16.5
Cc1ccc(N2C(=O)C3C(c4ccccc4)(C2=O)C3(c2ccccc2)c2ccccc2)cc1 (stereo not drawn)	?	/
COc1ccc(Cl)cc1NC(=O)NCc1cccnc1	?	/
CC1Cc2ccccc2N1C(=O)COC(=O)c1c2c(nc3ccccc13)CCCCC2 (stereo not drawn)	?	/
CCOC(=O)C1CCCN(S(=O)(=O)c2ccc3c4c(cccc24)C(=O)N3CC)C1 (stereo not drawn)	?	/
O=C(NCc1nc2ccccc2[nH]1)c1ccco1	?	/
COc1ccccc1N1CCN(C(=O)C(=O)c2cn(CC(=O)N3CCOCC3)c3ccccc23)CC1	?	/
Cc1cccc(CCNS(=O)(=O)c2ccc3c(c2)oc(=O)n3C)c1	1.9%	-19.8
COc1cccc2cc(C(=O)Nc3ccccc3C(=O)N3CCOCC3)oc12	?	/
Cc1cc2c(ccc3c2no[n+]3[O-])nn1	?	/
Cn1nnc(NCc2cc(Br)ccc2OCc2ccccc2F)n1	5.0%	4.6
CC(NC(=O)CN(C)Cc1ccc(Br)cc1)c1ccccc1 (stereo not drawn)	-2.9%	12.8
Cn1nnc2cc(C(=O)NC3CC3)ccc21	2.0%	1.8
CCC(C)C(Nc1ncnc2scc(-c3ccccc3)c12)C(=O)O (stereo not drawn)	i	3.5
O=c1c2[nH]c3cccc(Cl)c3c2ncn1CCN1CCCCC1	?	/
CCCNc1c(NC(=O)c2cccs2)c(=O)oc2ccccc12	18.7%	/
CN1CCN(NC(=O)Nc2cc(Cl)cc(Cl)c2)CC1	4.61µM*	/
CS(=O)(=O)N1CCc2cc(C(=O)N3CCN(c4ccccc4F)CC3)ccc21	?	/
O=C(CSC1=NCCN1)C1COc2ccccc2O1 (stereo not drawn)	?	/
Cc1cccc(OCCCC(=O)Nc2ccc(N(C)C)cc2)c1	20.4%	28.9
COc1ccccc1OCCNC(=O)c1ccco1	-8.8%	-0.2
Cc1c(C(=O)Nc2ccccc2[N+](=O)[O-])csc1-c1ccccc1	-23.1%	-7.2
CCn1nc(CC(=O)Nc2ccc(-n3cnnn3)c(OC)c2)c2ccccc2c1=O	4.4%	-26.5
CN(C(=O)CCNC(=O)Cn1cnc2ccccc2c1=O)c1ccc(F)cc1	?	/
Cc1ccsc1/C=N/NC(=O)Nc1ccccc1	?	/
SMILES	S3 lipid droplet	S3 lipid droplet cell count max
c1ccc(Cc2nnc3sc(C4COc5ccccc5O4)nn23)cc1 (stereo not drawn)	4.9%	-11.1
COc1ccc(C(CC(=O)NCCCN2CCOCC2)NS(=O)(=O)c2ccc(C)cc2)cc1 (stereo not drawn)	?	/
CC1(C)CC(C(=O)NCCC(c2ccccc2)c2ccco2)CCO1 (stereo not drawn)	2.1%	-3.2
Nn1c(Cc2cccc3ccccc23)nnc1SC1CCOC1=O (stereo not drawn)	?	/
O=C(NCCc1ccc(F)cc1)c1cc(=O)c2ccccc2o1	?	/
CC(C)c1nc2oc3c(N4CCN(C)CC4)ncnc3c2c2c1CCC2	?	/
COc1ccccc1N1CCN(C(=O)c2ccc(-c3ccc(Cl)cc3)o2)CC1	?	/
COc1cccc(-n2nnc3c(=O)n(Cc4cccc(F)c4)cnc32)c1	?	/
CCOc1ccc(NC(=O)Cc2ccc(NC3=NC4CS(=O)(=O)CC4S3)cc2)cc1 (stereo not drawn)	?	/
COc1ccc(OC)c(-c2c(=O)n(OCc3ccccc3Br)c3ccccc3[n+]2[O-])c1	?	/
COc1ccc(CCNC(=O)C2CC(=O)N(c3ccc(Br)cc3)C2)cc1OC (stereo not drawn)	7.0%	20.8
O=C(O)CN1C(=O)/C(=C\c2cc(Br)ccc2OCc2ccc(Cl)cc2Cl)SC1=S	22.8%	/
CSc1nc2ccc(NC(=O)C3=NN(c4ccccc4)C(=O)CC3)cc2s1	?	/
CC(=O)N1c2ccc(S(=O)(=O)NCC3CCC(C(=O)N4CCCCC4)CC3)cc2CC1C (stereo not drawn)	i	21.4
Cc1c(S(=O)(=O)c2ccccn2)c(N)n(Cc2ccccc2)c1C	?	/
COc1ccccc1N1CCN(C(=O)CCCn2c(=O)[nH]c3ccsc3c2=O)CC1	20.2%	/
Cc1nn(Cc2ccccc2Cl)c(C)c1NC(=O)c1nc2ncccn2n1	5.2%	10.5
O=S(=O)(Nc1cccc(-c2ccc3nncn3n2)c1)c1cccc(F)c1	?	/
Cc1ccc(NC(=O)c2ccccc2NC(=O)c2cccs2)cc1	?	/
N#C/C(=C/c1cc(Br)cs1)C(=O)NCC1CCCO1 (stereo not drawn)	-2.6%	-6.4
Cc1ccccc1C(=O)N1CCC(C(=O)NC2CCCCC2)CC1	?	/
C/C(Cc1ccccc1)=N\NC(=O)CNC(=O)c1ccc(C(C)(C)C)cc1	5.5%	-1.0
O=C(NC1CCCCC1)c1cccnc1C(=O)O	-6.7%	-11.4
Cc1ccc(S(=O)(=O)c2ccc(Cl)cc2)cc1S(N)(=O)=O	13.1%	16.1
CSc1sc(C(=O)NN)c2c1C1(CCC2)SCCS1	-34.8%	-40.0
SMILES	S3 lipid droplet	S3 lipid droplet cell count max
COc1cc(/C=C/C(=O)c2c(O)ccc3c(C)cc(=O)oc23)ccc1O	?	/
O=C(CCC(=O)N1CCN(S(=O)(=O)c2ccccc2)CC1)c1cccs1	i	/
O=C(c1ccco1)N1CCN(C(c2ccc(F)cc2)c2nnnn2CC2CCCO2)CC1 (stereo not drawn)	4.5%	3.2
Cc1cc(C)cc(N2CC(C)(C)C2=O)c1	-16.4%	/
CCN(CC)S(=O)(=O)c1ccc2c(c1)N(CC(=O)NCc1ccco1)C(=O)CO2	?	/
CCN(CC)C(=O)COc1ccc(/C(C)=N/NC(=O)c2ccccc2O)cc1	?	/
NS(=O)(=O)c1ccc(CCNC/C=C/c2ccccc2)cc1	?	/
Cc1cc(Nc2ccc(Cl)cc2)nc(-c2ccccc2O)n1	-7.3%	25.5
CCOc1ccc(N(CC(=O)Nc2ccc(Br)cc2)S(C)(=O)=O)cc1	i	/
Cc1cccc(OC(C)C(=O)N(Cc2cccs2)C2CCS(=O)(=O)C2)c1C (stereo not drawn)	i	9.0
COc1ccc(C[C@H]2CN3C(=NC[C@@H]3Cc3ccc(O)cc3)N2C[C@H](C)NC(=O)CCC2CCCCC2)cc1	?	/
Cc1ccc(N(C(=O)c2snc(C(N)=O)c2N)C(C(=O)NC2CCCC2)c2ccc(C)o2)cc1 (stereo not drawn)	?	/
O=C(NNc1ccccc1Br)C(=O)n1ccc2ccccc21	?	/
O=C(NC(c1ccccc1)c1ccccc1)C1CCCN(S(=O)(=O)c2cnc[nH]2)C1 (stereo not drawn)	-7.1%	-9.9
O=C(NC1CCCCC1)C1CC(O)CN1C(=O)OCc1ccccc1 (stereo not drawn)	?	/
CCN(CC)CC(O)Cn1c(C)c(-c2ccccc2)c2cc([N+](=O)[O-])ccc21 (stereo not drawn)	5.3%	5.9
CCOC(=O)c1cn(CC#N)c2cc(F)c(F)cc2c1=O	-7.4%	3.4
CC1C/C(=N/O)C(C)CN1 (stereo not drawn)	?	/
COc1ccccc1N1CCN(C(=O)CCC(=O)O)CC1	-7.5%	8.5
O=C(N/N=C\C=C\c1ccc(Br)cc1)c1ccc2c(c1)OCO2	i	-11.9
COC(=O)CSc1nnc(-c2ccc(OC)cc2OC)o1	?	/
O=C(Nc1cccc(-n2cnnn2)c1)c1cccnc1	?	/
Cc1ccc(Nc2nnc(-c3ccccc3N)o2)cc1C	-1.5%	-25.7
COc1ccc(C2C(C(=O)Nc3ccccc3)=C(C)N=C3SCC(=O)N32)cc1 (stereo not drawn)	5.1%	-3.5
O=C1[C@H]2[C@@H](c3ccc(F)cc3)N3C(=O)N(c4cccc(F)c4)C(=O)[C@@]3(Cc3ccccc3)[C@H]2C(=O)N1C1CCCCC1	-7.7%	6.9
SMILES	S3 lipid droplet	S3 lipid droplet cell count max
Cc1cc(C)c(S(=O)(=O)N2CC=C(c3ccccc3)CC2)c(C)c1	?	/
Cc1nc2nc[nH]n2c(=O)c1NC(=O)CC12CC3CC(CC(C3)C1)C2	?	-17.8
COc1ccc(S(=O)(=O)n2nc(C)c(S(=O)(=O)N3CCOCC3)c2C)cc1	i	6.1
CC1CN(c2cc(=O)n(-c3ccccc3)c(=O)[nH]2)CC(C)O1 (stereo not drawn)	?	/
Cc1ccc(S(=O)(=O)Nc2cc(-c3ccc(Cl)cc3)nn2C)cc1	?	/
O=[N+]([O-])c1ccc(Cl)cc1Sc1cccc2cccnc12	3.5%	-4.5
CC(=O)c1ccc(NC(=O)C(C)N(C)CC(=O)Nc2cccc(F)c2)cc1 (stereo not drawn)	11.3%	11.6
CCOC(=O)C1=C(C)Nc2nc(SC)nn2C1c1ccc(C(=O)OC)cc1 (stereo not drawn)	?	/
Cc1ccc(N(Cc2cc3cc(C)ccc3[nH]c2=O)C(=O)c2cccs2)cc1	14.3%	16.2
CC1CN(c2cc(=O)n(Cc3ccc(F)cc3)c(=O)[nH]2)CC(C)O1 (stereo not drawn)	2.3%	6.8
O=C(O)c1ccc(N/N=C/c2ccc(C(F)(F)F)cc2)cc1	?	/
Cc1cc(NC(=O)c2c(Cl)cnn2C)no1	?	/
O=C(CSC1=NS(=O)(=O)c2cc(Cl)ccc2N1)c1ccc(Cl)cc1	11.1%[0.0737 µM]	84.5
O=C(CC(c1ccccc1)c1cc(Br)ccc1O)NCCN1CCOCC1 (stereo not drawn)	i	/
N#Cc1cc2c(nc1SCC(=O)N1CCCCC1)CCCC2	?	/
O=c1cc(-c2ccccc2)cc(-c2ccccc2)n1CCO	?	/
CCOC(=O)C1(Cc2cccc(OC)c2)CCN(Cc2ccccc2)CC1	?	/
CCN(CC)c1ccc(C2C3CCCCC3(O)CCN2CC(=O)Nc2ccccc2)cc1 (stereo not drawn)	?	/
FC(F)(F)c1nc2ccccc2n2c(-c3ccc(Cl)cc3)nnc12	8.2%	14.3
Cc1ccc(NC(=O)c2nnn(-c3cccc(C(F)(F)F)c3)c2N)cc1	1.5%	0.9
CCN(CC)CC(=O)Nc1ccccc1SCC(=O)Nc1ccsc1C(=O)OC	?	/
CC(/C=N/NC(=O)c1ccncc1)=C\c1ccco1	5.8%	10.0
CCn1cc(C(=O)NCCN(C)CCc2ccccc2)c(=O)c2cc(S(=O)(=O)N(C)C)ccc21	28.6%	/
CC1CCCC(NC(=O)CCNS(=O)(=O)c2ccc(Br)cc2)C1C (stereo not drawn)	-8.1%	-2.0
COc1ccc(NC(=O)/C(C#N)=C\C=C\c2ccco2)cc1	-18.8%	-19.5
SMILES	S3 lipid droplet	S3 lipid droplet cell count max
COCc1cc(C)nc2sc3c(=O)n(Cc4ccco4)nnc3c12	8.4%	16.4
COc1ccccc1CCNC(=O)c1cc(COc2cccc(C(F)(F)F)c2)on1	?	/
Clc1ccccc1-c1nnc2sc(-c3ccco3)nn12	?	/
CC(C)(Oc1ccc(Cl)cc1)C(=O)NCc1ccco1	i	-27.4
Cc1nc(CSc2nnc3scc(-c4ccc(Cl)cc4)n23)cs1	-1.6%	-2.3
CC(C)c1ccc(NC2CCCN(C(=O)c3n[nH]c4c3CCC4)C2)cc1 (stereo not drawn)	?	/
c1cncc(-c2nnc(C3CCCCC3)o2)c1	3.0%	0.2
O=C(NCCCN1CCOCC1)c1ccc(NS(=O)(=O)c2cccc([N+](=O)[O-])c2)cc1	?	/
CC1CC(C)CN(C2CCN(Cc3cccnc3)CC2)C1 (stereo not drawn)	?	/
Cc1nc(-n2[nH]c3c(c2=O)CCCC3)[nH]c(=O)c1Cc1ccccc1	?	/
CCCCNCCOCCOc1ccc(C)cc1Br	?	/
O=C1CC(c2ccc(Cl)cc2)SC(N(c2ccccc2)c2ccccc2)=N1 (stereo not drawn)	-23.3%	/
CC1CCCCN1c1cc(C#N)c(C#N)cc1[N+](=O)[O-] (stereo not drawn)	?	/
Cc1ccccc1S(=O)(=O)Cc1ccc(C(=O)N2CCN(C3CCCCC3)CC2)o1	2.7%	7.9

Filtered by structure, the compounds so far containing a CF3 group.
SMILES	S3 lipid droplet	S3 lipid droplet cell count max
O=C(O)c1ccc(N/N=C/c2ccc(C(F)(F)F)cc2)cc1	?	/
FC(F)(F)c1nc2ccccc2n2c(-c3ccc(Cl)cc3)nnc12	8.2%	14.3
Cc1ccc(NC(=O)c2nnn(-c3cccc(C(F)(F)F)c3)c2N)cc1	1.5%	0.9
COc1ccccc1CCNC(=O)c1cc(COc2cccc(C(F)(F)F)c2)on1	?	/

Screens: PubChem, National Center for Advancing Translational Sciences (NCATS)

A portion of the library. The share of hits here may be higher or lower than overall.
